SRC3 TRFRET art – counter-screen for PPARgamma SRC-3 recruitment agonists: TR-FRET artefact | TR-FRET ratio at 8 µM | PPARgamma/SRC-3 format; hits give high values | AID 1048 | 0.39% of 99,000 active; in the data active = TR-FRET ratio above about 2000; also: inactives centre near 1600; reference of the scale not given here
SRC1 TRFRET art – counter-screen for PPARgamma SRC-1 recruitment agonists: TR-FRET artefact; TR-FRET detection artefact counter-screen, emission ratio; hits give high values; TR-FRET ratio at 8 µM; 0.34% of 99,000 active; AID 1051; in the data active = TR-FRET ratio above about 2300; also: inactives centre near 1800; reference of the scale not given here
Active calls of the source: *.

SMILES | SRC3 TRFRET art | SRC1 TRFRET art
Cc1ccc(S(=O)(=O)NNC(=O)c2csnn2)cc1 | 1471 | 1859
CCCCC(NC(=O)c1cccc(Br)c1)C(=O)O (stereo unspecified) | 1776 | 1980
Cc1ccc(N(C(=O)CCC(=O)Nc2cc(C)on2)C(C(=O)NC2CCCC2)c2ccncc2)cc1 (stereo unspecified) | 1760 | 2027
CC1CN(C2CCN(C(=O)c3ccccc3)CC2)CC(C)O1 (stereo unspecified) | 1740 | 1842
CC(C)C(=O)N1N=C2CCCCC2C1(O)C(F)(F)F (stereo unspecified) | 1633 | 1678
COC(=O)c1cnn(-c2nc(OC)cc(OC)n2)c1C | 1736 | 2102
Cc1noc(C)c1COc1cccc(C(=O)Nc2ccc3c(c2)OCO3)c1 | 1576 | 1791
Nc1c(N(CCO)C(=O)/C=C/c2ccco2)c(=O)[nH]c(=O)n1Cc1ccccc1 | 1543 | 1597
O=c1cc(CN2CCN(C/C=C/c3ccccc3)CC2)c2cc(O)c(-c3ccccc3)cc2o1 | 1580 | 1757
COc1cc(C(=O)c2ccccc2Cl)c([N+](=O)[O-])cc1OC | 1626 | 1670
O=C1CCCC(=O)C1CS(=O)(=O)c1ccccc1 | 1569 | 1576
COc1ccc(Nc2nc3c(C)cccc3cc2C#N)c(OC)c1 | 1738 | 1948
CSc1ccc(OC2CCN(Cc3ccccc3)CC2)cc1 | 1614 | 1795
Cc1cccc(-n2cnc(C(=O)NNC(=S)Nc3ccc(Cl)cc3)c2)n1 | 1658 | 1817
CC(C)c1ccc(C(=O)N2CCN(c3cnn(C)c(=O)c3Cl)CC2)cc1 | 1305 | 1921
Cc1ccc(N(C)S(=O)(=O)c2cccc(C(=O)Nc3nc4ccccc4[nH]3)c2)cc1 | 1453 | 1762
Cc1ccc(S(=O)(=O)N2CCCCC2)cc1NC(=O)COC(=O)c1c(F)cccc1F | 1790 | 1741
O=C(CCc1nnc(-c2ccc3c(c2)OCO3)o1)NC(c1ccccn1)C(F)(F)F (stereo unspecified) | 1685 | 1982
CCOC(=O)c1cc(-c2ccccc2)n(CC(=O)O)c1C | 1541 | 1867
COc1cc(CCC(=O)OCC(=O)Nc2ccc(C(N)=O)cc2)cc(OC)c1OC | 1651 | 2030
O=C(c1ccco1)N1CCN(C(=O)c2ccccc2NS(=O)(=O)c2ccc(F)cc2)CC1 | 1491 | 1597
Cc1ccc(C(=O)N(Cc2cccnc2)Cc2cc3cc(C)ccc3n3nnnc23)cc1 | 1622 | 1809
Cn1c(=O)c2cc(NCc3ccccc3)nnc2n(C)c1=O | 1480 | 1664
Cc1noc(NS(=O)(=O)c2ccc(NC(=O)CCn3c(=O)oc4ccccc43)cc2)c1C | 1801 | 1957
COc1ccc(C(=O)NNC(=O)C(=O)NC(C)c2ccccc2)cc1OC (stereo unspecified) | 1529 | 1462
Cc1ccc(NC(=O)CN(c2ccc(Cl)cc2)S(=O)(=O)c2cc([N+](=O)[O-])ccc2Cl)c(C)c1 | 1367 | 1498
CC(NC(=O)c1ccc(Br)cc1)c1ccccc1 (stereo unspecified) | 1625 | 1611
O=[N+]([O-])c1cc(/C=N/O)ccc1Oc1ccccc1Cl | 1722 | 1819
C[N+]1=C(/C=C/Nc2ccccc2Cl)C(C)(C)c2ccccc21 | 1669 | 1682
O=C(CCn1c2c(c3ccccc31)CCCC2)NNC(=O)c1cccc([N+](=O)[O-])c1 | 1416 | 1747
COc1cc2c(cc1NC(=O)CSc1ccc(Cl)cc1)oc1ccccc12 | 1616 | 1993
Cc1cc(F)ccc1N1CCC(N2CCN(C(C)C)C(CCO)C2)CC1 (stereo unspecified) | 1440 | 1964
CCC(=O)NC(=S)Nc1c(C)cc(Br)cc1C | 1545 | 1424
CCc1ccc(NC(=O)C(=O)NCCOc2ccccc2Cl)cc1 | 1363 | 1769
COc1ccccc1N1CCN(CC(=O)c2c(N)n(C)c(=O)n(C)c2=O)CC1 | 1470 | 1928
CSc1ccccc1NC(=O)N1CCC(CO)(CC2CCCCO2)CC1 (stereo unspecified) | 1480 | 1712
Cc1cccc(NCC(=O)N/N=C/c2cccc(Br)c2)c1 | 1554 | 1876
Cc1ccc(Cn2c(SCCN3CCOCC3)nc3c2c(=O)n(C)c(=O)n3C)cc1 | 1502 | 1928
Cc1c(Br)c([N+](=O)[O-])nn1CC(=O)N1CCc2ccccc2C1 | 1576 | 1648
CC(NS(=O)(=O)/C=C/c1ccccc1)C(=O)O (stereo unspecified) | 1540 | 1515
Cc1noc(C)c1C(=O)N1CCCC(C(=O)c2cccc(OC(C)C)c2)C1 (stereo unspecified) | 1725 | 1892
CCc1cccc(CC)c1NC(=O)CO/N=C(\C)c1cccs1 | 1580 | 1814
CC(=O)N1CCN(CC(=O)Nc2c(Cl)cc(Cl)cc2Cl)CC1 | 1454 | 1884
CCC(CC)C(=O)NCc1cccnc1 | 1629 | 1833
CCOc1ccc(-n2c(SCC(=O)Nc3ccccc3CC)nc3n[nH]c(C)c3c2=N)cc1 | 1773 | 1966
COc1cccc(NC(=O)CN2CCSc3ccccc32)c1 | 1419 | 1598
O=C(CN1CCC(C(=O)c2cccc(Cl)c2)CC1)Nc1ccc(C(=O)O)cc1 | 1660 | 1543
CCOc1ccc(NC(=O)c2ccc(CSc3nnc(C)s3)cc2)cc1 | 1560 | 1791
O=C(Nc1cc2ccccc2oc1=O)c1ccccc1 | 1366 | 1765
COc1ccc(NC(=O)CCC(=O)NCCO)cc1 | 1672 | 1837
Cc1ccc(CC(=O)NCCS(=O)c2ccc(C)cc2)cc1 (stereo unspecified) | 1576 | 1683
CCOC(=O)CC(NC(=O)CCc1c(C)nc2nc(C)nn2c1C)c1ccc(C)cc1 (stereo unspecified) | 1533 | 1452
Fc1ccc(NC(=S)NCc2cccnc2)cc1 | 1472 | 1715
Cc1ccc(-n2nc3ccc(NC(=O)c4cccc([N+](=O)[O-])c4C)cc3n2)cc1 | 1399 | 1333
Cc1nc([N+](=O)[O-])c(C(=O)OCc2ccccc2Br)n1C | 1611 | 1478
CC(=O)Nc1cccc(NC(=O)c2ccc(C)c([N+](=O)[O-])c2)c1 | 1862 | 2324*
O=C1NC(Cc2c[nH]c3ccccc23)C(=O)N1Cc1ccc(CN2C(=O)NC(Cc3c[nH]c4ccccc34)C2=O)cc1 (stereo unspecified) | 1358 | 1697
Cc1ccc(C#N)c(SCC(=O)Nc2nccs2)n1 | 1409 | 1677
COc1cccc(C(=O)NCc2ccc3c(c2)cc(C)n3C)c1 | 2355* | 2604*
C/C(=N\NC(=O)c1cc(C)[nH]n1)c1cccs1 | 1678 | 1597

Record cards, as listed above.
Record of `COc1ccc(NC(=O)CCC(=O)NCCO)cc1` → SRC3 TRFRET art: 1672; SRC1 TRFRET art: 1837
Record of `Cc1nc([N+](=O)[O-])c(C(=O)OCc2ccccc2Br)n1C` → SRC3 TRFRET art: 1611; SRC1 TRFRET art: 1478

More entries follow:
SMILES | SRC3 TRFRET art | SRC1 TRFRET art
COc1ccc(CN2CCCC(C(=O)c3cccc(C(F)(F)F)c3)C2)cc1O (stereo unspecified) | 1671 | 1864
COc1ccc(/C=C/C2=NN(Cc3ccccc3)C(=O)CC2)cc1 | 1602 | 1656
COc1cccc(-c2nnn(C/C(N)=N/O)n2)c1 | 1329 | 1674
CCCC(=O)Nc1ccc(Cl)c(NC(=S)NC(=O)c2ccco2)c1 | 1629 | 1815
Cc1scc(C(=O)N/N=C/c2ccsc2)c1C | 1367 | 1574
COc1ccc(CNC(=O)CN2C(=O)C3C4C=CC(C4)C3C2=O)cc1 (stereo unspecified) | 1679 | 1980
C(=N\N=C\c1ccccc1)/c1ccccc1 | 1502 | 1734
COc1ccc(C2C(C(=O)NCC3CCCO3)CCC(=O)N2c2ccc3c(c2)OCO3)cc1 (stereo unspecified) | 1584 | 1905
O=C(C1=C[C@@H](c2ccc(Br)cc2)C[C@@H](OCCCCO)O1)N1CCOCC1 | 1546 | 1725
COc1cccc(C2NC(CC(C)C)(C(=O)O)C3C(=O)N(Cc4ccccc4)C(=O)C23)c1O (stereo unspecified) | 1744 | 1614
Cc1cccc(Nc2nc(CC(=O)O)cs2)c1 | 1526 | 1880
COc1cc(C2c3c([nH]c(=O)[nH]c3=O)Nc3ccc4ccccc4c32)cc(OC)c1OC (stereo unspecified) | 1323 | 1875
O=C(NC(=S)Nc1cccc(-c2ccc(CO)o2)c1)c1cccs1 | 1802 | 1789
O=C(c1c(Cl)nc2sccn12)N1CCCc2ccccc21 | 1522 | 1800
CN1CCc2c(sc3c2C(=O)NC(c2cccc(OC(=O)c4cccs4)c2)N3)C1 (stereo unspecified) | 1939 | 1897
COc1cc(/C=C(\C#N)C(=O)NCC2CCCO2)ccc1OCC(=O)O (stereo unspecified) | 1651 | 1721
CC(Sc1nnc(COc2ccc([N+](=O)[O-])cc2)n1C)C(=O)O (stereo unspecified) | 1438 | 1923
O=C(c1ccco1)[C@@H]1[C@@H]2C(=O)N(c3ccc(F)cc3)C(=O)[C@@H]2[C@H]2C=Cc3ccccc3N21 | 1609 | 1896
CCc1ccc(/C=C2\Oc3cc(OC(=O)N4CCOCC4)ccc3C2=O)cc1 | 1574 | 1901
Cc1nc2ccccc2cc1C(=O)Nc1ccccc1Cl | 1628 | 1800
Cc1cc(C)c2[nH]c(=O)c(CN(Cc3cccnc3)C(=S)NCCCN(C)C)cc2c1 | 1509 | 1710
COc1cc2nc(CN3CCN(S(=O)(=O)c4ccc(Cl)cc4)CC3)[nH]c(=O)c2cc1OC | 1600 | 1757
Cc1ncc(C[n+]2csc(CCOC(=O)C34CC5CC(CC(C5)C3)C4)c2C)c(N)n1 | 1543 | 1958
CC(=O)N1CCN(C(=S)NC(=O)c2ccc(S(=O)(=O)N3CCOCC3)cc2)CC1 | 1567 | 1573
Cc1ccc(NC(=O)NCc2ccc3c(c2)OCO3)cc1C | 1624 | 1834
CCc1c(C)[nH]c2ccc(OC)cc2c1=S | 1751 | 1990
O=C(N/N=C/CCc1ccccc1)c1ccc(CN2c3cccc4cccc(c34)S2(=O)=O)cc1 | 1673 | 1828
CCOc1ccc(C2CC(c3ccc(F)cc3)Nc3nc(N)nn32)cc1 (stereo unspecified) | 1734 | 1868
CCCCCCNc1nc(-c2ccc(OC)cc2)c(CCC(=O)O)s1 | 1699 | 1712
CCOC(=O)C1=NOC(CN(c2ccccc2)S(=O)(=O)c2ccc(Cl)cc2)C1 (stereo unspecified) | 1634 | 1797
CCn1cc([N+](=O)[O-])c(C(=O)Nc2nc3ccc(OC)cc3s2)n1 | 1795 | 1988
COc1ccc(/C(O)=C2/C(=O)C(=O)N(c3ncccn3)C2c2ccc(OC)c(OC)c2)cc1 (stereo unspecified) | 1594 | 1848
Cc1nc(C/C(=N\Nc2ccccc2)c2ccc(O)cc2O)cs1 | 1652 | 1823
C(=N\Nc1nn2cnnc2c2ccccc12)/c1ccco1 | 1542 | 2072
O=C(/C=C/c1ccccc1)NC(N1CCOCC1)C(Cl)(Cl)Cl (stereo unspecified) | 1671 | 2050
CCN(CC)S(=O)(=O)c1ccc(N2CCOCC2)c(NC(=O)c2cc(=O)[nH]c3ccccc23)c1 | 1504 | 1680
O=C1CC(N2CCSCC2)C(=O)N1c1cccc(Cl)c1 (stereo unspecified) | 1794 | 2002
CC12CS(=O)(=O)CC1SC(=S)N2Cc1ccccc1 (stereo unspecified) | 1690 | 1850
C/C(=N\NC(=O)c1ccc(NS(=O)(=O)c2cccs2)cc1)c1cccs1 | 1482 | 1624
Cc1cc(OCC(=O)N(C)C2CCCCC2)ccc1Cl | 1666 | 1714
CC(=O)N1c2c(cc(Br)cc2S(=O)(=O)Nc2c(C)n(C)n(-c3ccccc3)c2=O)CC1C (stereo unspecified) | 1739 | 1957
COc1cc(OC)cc(C(=O)N[C@H](C(=O)OCn2nnc3ccccc3c2=O)C(C)C)c1 | 1525 | 1866
CCN(CC)c1ccc(S(=O)(=O)N2CCOCC2)cc1NC(=O)c1cc(=O)c2ccccc2o1 | 1828 | 1947
CCCNC(=S)N1CCC(C(=O)c2ccc3c(c2)OCCO3)CC1 | 1412 | 1678
COc1cc(/C=C2\SC(=Nc3ccccc3)N(Cc3ccco3)C2=O)ccc1OC(C)C(=O)O (stereo unspecified) | 1654 | 1888

Structural class, the entries above with a Cl atom (18)
SMILES | SRC3 TRFRET art | SRC1 TRFRET art
COc1cc(C(=O)c2ccccc2Cl)c([N+](=O)[O-])cc1OC | 1626 | 1670
Cc1cccc(-n2cnc(C(=O)NNC(=S)Nc3ccc(Cl)cc3)c2)n1 | 1658 | 1817
CC(C)c1ccc(C(=O)N2CCN(c3cnn(C)c(=O)c3Cl)CC2)cc1 | 1305 | 1921
Cc1ccc(NC(=O)CN(c2ccc(Cl)cc2)S(=O)(=O)c2cc([N+](=O)[O-])ccc2Cl)c(C)c1 | 1367 | 1498
O=[N+]([O-])c1cc(/C=N/O)ccc1Oc1ccccc1Cl | 1722 | 1819
C[N+]1=C(/C=C/Nc2ccccc2Cl)C(C)(C)c2ccccc21 | 1669 | 1682
COc1cc2c(cc1NC(=O)CSc1ccc(Cl)cc1)oc1ccccc12 | 1616 | 1993
CCc1ccc(NC(=O)C(=O)NCCOc2ccccc2Cl)cc1 | 1363 | 1769
CC(=O)N1CCN(CC(=O)Nc2c(Cl)cc(Cl)cc2Cl)CC1 | 1454 | 1884
O=C(CN1CCC(C(=O)c2cccc(Cl)c2)CC1)Nc1ccc(C(=O)O)cc1 | 1660 | 1543
CCCC(=O)Nc1ccc(Cl)c(NC(=S)NC(=O)c2ccco2)c1 | 1629 | 1815
O=C(c1c(Cl)nc2sccn12)N1CCCc2ccccc21 | 1522 | 1800
Cc1nc2ccccc2cc1C(=O)Nc1ccccc1Cl | 1628 | 1800
COc1cc2nc(CN3CCN(S(=O)(=O)c4ccc(Cl)cc4)CC3)[nH]c(=O)c2cc1OC | 1600 | 1757
CCOC(=O)C1=NOC(CN(c2ccccc2)S(=O)(=O)c2ccc(Cl)cc2)C1 (stereo unspecified) | 1634 | 1797
O=C(/C=C/c1ccccc1)NC(N1CCOCC1)C(Cl)(Cl)Cl (stereo unspecified) | 1671 | 2050
O=C1CC(N2CCSCC2)C(=O)N1c1cccc(Cl)c1 (stereo unspecified) | 1794 | 2002
Cc1cc(OCC(=O)N(C)C2CCCCC2)ccc1Cl | 1666 | 1714
